TRHR enhancer = qHTS for Small Molecule Agonists and Allosteric Enhancers of Human TRH Receptor: Primary Screen for Enhancers; Thyrotropin-releasing hormone receptor (Homo sapiens), P34981; TRHR cells, fluo-8 calcium fluorescence, EC20 TRH enhancement; enhancement, % at 2 µM; 360,000 tested, 0.66% active; in the data active means enhancement above about 30%; further: 0% is about no effect
Target sequence (P34981 whole entry, looked up): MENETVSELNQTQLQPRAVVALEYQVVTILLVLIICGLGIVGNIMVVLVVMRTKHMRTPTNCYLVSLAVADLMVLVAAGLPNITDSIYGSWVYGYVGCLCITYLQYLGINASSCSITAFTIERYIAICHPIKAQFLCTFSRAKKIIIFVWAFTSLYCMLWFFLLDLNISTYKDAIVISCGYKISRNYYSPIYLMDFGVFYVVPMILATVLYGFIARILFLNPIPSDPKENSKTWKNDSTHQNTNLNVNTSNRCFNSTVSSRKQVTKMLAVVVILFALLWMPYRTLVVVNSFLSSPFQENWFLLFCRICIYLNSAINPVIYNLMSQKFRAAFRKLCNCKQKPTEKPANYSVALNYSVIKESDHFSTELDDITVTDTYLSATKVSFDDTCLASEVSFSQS
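TRHR-expressing cells loaded with fluo-8 calcium dye were read kinetically (ex 480/em 530) during compound addition, then stimulated with an EC20 of TRH (10 nM final). Enhancement of the Gq-mediated intracellular calcium response was scored.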
RXFP1 antagonist = qHTS Assay for Antagonists of the Relaxin Receptor RXFP1; HEK293-RXFP1, relaxin-stimulated cAMP HTRF, 30 min; stronger effect = lower value; Relaxin receptor 1 (Homo sapiens), Q9HBX9; AID 1259400, 2018; 350,000 tested, 0.59% active; activity change, negative = inhibition, % at 57.5 µM;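 active means activity change of -60% or lower, but not beyond a set lower limit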; further: on the % scale 0 is the no-effect control and ±100 the full control effect
D2 potentiator = HTS Assay for Positive Allosteric Modulators of the Human D2 Dopamine Receptor: Primary Screen for Potentiators. HEK293 T-REx D2, calcium flux, EC20 dopamine potentiation. 340,000 tested, 0.34% active. D(2) dopamine receptor (Homo sapiens), P14416. potentiation, % at 10 µM;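 active means potentiation over 3 SD above the plate norm, cut at about 30% in these data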; further: 0% is about no effect
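Primary screen. Calcium kinetics in induced HEK293 T-REx D2 cells: compound pre-addition 180 s, EC20 dopamine, 180 s more.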
D1 potentiator = Potentiators of Human D1 Dopamine Receptor: qHTS | potentiation, % at 10 µM | AID 504651, 2011 | HEK293 TREx D1 cells, calcium flux, dopamine EC20 potentiation | 360,000 tested, 0.036% active; in the data active means potentiation above about 30%; further: 0% is about no effect
Target sequence (P21728 whole entry, looked up): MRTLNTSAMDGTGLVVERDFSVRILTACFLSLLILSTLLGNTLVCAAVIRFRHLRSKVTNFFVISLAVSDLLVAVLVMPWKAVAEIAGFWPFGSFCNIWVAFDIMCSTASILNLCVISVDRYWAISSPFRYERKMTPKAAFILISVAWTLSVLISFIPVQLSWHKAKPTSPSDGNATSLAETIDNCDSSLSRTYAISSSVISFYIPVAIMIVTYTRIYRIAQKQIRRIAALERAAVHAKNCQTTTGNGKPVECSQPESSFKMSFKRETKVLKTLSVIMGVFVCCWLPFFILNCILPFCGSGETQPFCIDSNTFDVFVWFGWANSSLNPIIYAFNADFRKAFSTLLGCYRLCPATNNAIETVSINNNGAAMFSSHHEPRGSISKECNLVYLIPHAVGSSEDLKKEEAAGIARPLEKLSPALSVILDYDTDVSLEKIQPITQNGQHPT
D2 antagonist = HTS Assay for Allosteric Antagonists of the Human D2 Dopamine Receptor: Primary Screen for Antagonists; D(2) dopamine receptor (Homo sapiens), P14416; 340,000 tested, 2% active; inhibition, % at 10 µM; HEK293 TREx D2 cells, calcium flux, dopamine EC80; in the data active means inhibition above about 30%; further: 0% is about no effect
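Dopamine at EC80 is the agonist stimulus; test compounds precede it by 180 s. Calcium flux read kinetically in a force-coupled, inducible HEK293 T-REx D2 cell line.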
TRHR agonist = qHTS for Small Molecule Agonists and Allosteric Enhancers of Human TRH Receptor: Primary Screen for Agonists; TRHR cells, calcium flux fluo-8, FDSS agonist mode; 360,000 tested, 0.18% active; Thyrotropin-releasing hormone receptor (Homo sapiens), P34981; activation, % at 2 µM; further: 0% is about no effect
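TRHR-expressing cells, plated overnight in medium with 10% serum, were loaded with fluo-8 calcium dye at room temperature. After a 10 s baseline, library compound was pin-added and calcium release was recorded kinetically (ex 480/em 530) as agonist response.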
D1 antag = Antagonist of Human D 1 Dopamine Receptor: qHTS. HEK293 TREx D1 cells, calcium flux, dopamine EC80; stronger effect = lower value. activity change, negative = inhibition, % at 10 µM. 360,000 tested, 3.2% active. D(1A) dopamine receptor (Homo sapiens), P21728; in the data active means activity change below about -30%; further: on the % scale 0 is the no-effect control and ±100 the full control effect
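HEK293 T-REx cells expressing inducible, force-coupled D1 receptor; no-wash Ca dye, 30–90 min RT. Cmpd → 180 s read at 1 Hz → EC80 DA → 180 s read.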
D1 ag = Allosteric Agonists of the Human D1 Dopamine Receptor: qHTS; 360,000 tested, 1% active; HEK293 T-REx D1 cells, calcium flux, agonist mode; activation, % at 2 µM; further: 0% is about no effect
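Inducible HEK293 T-REx D1 cells, force-coupled to calcium signalling, were plated at 4000 cells/well with tetracycline and held overnight at 30 C. After no-wash calcium dye loading, compound-evoked calcium rise over 180 s flagged agonists.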
D2 agonist = HTS Assay for Allosteric Agonists of the Human D2 Dopamine Receptor: Primary Screen for Agonists; 340,000 tested, 0.53% active; AID 485358, 2010; HEK293 T-REx D2 cells, calcium flux agonist mode; activation, % at 2 µM; D(2) dopamine receptor (Homo sapiens), P14416;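 active means activation over 3 SD above normal in the single-dose calcium agonist read, cut at about 30% in these data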; further: 0% is about no effect
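In this primary screen, compounds producing a positive calcium signal within 180 s of addition to tetracycline-induced, force-coupled HEK293 Trex D2 cells are flagged; cells are dye-loaded with a no-wash calcium kit beforehand.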
An asterisk follows results filed as active; . = no result given. Unless noted, no stated cut-off is given here; in the data, active means activation above about 30%; inactive means the rest.

No. | SMILES | TRHR enhancer | RXFP1 antagonist | D2 potentiator | D1 potentiator | D2 antagonist | TRHR agonist | D1 antag | D1 ag | D2 agonist
1 | c1coc(CNC2C3CC4CC(C3)CC2C4)c1 (stereo not drawn) | -7.4 | 6.6 | -7.7 | -1.1 | 3.4 | 0.7 | 7.7 | 1.1 | 0.2
2 | CCOC(=O)c1ccc(Nc2nc3ccccc3n3c(C)nnc23)cc1 | 4.6 | 4.9 | 6.1 | -5.0 | . | 0.1 | 8.2 | 3.5 | -1.4
3 | O=C(Nc1nncs1)C1CC(=O)N(C2CCCC2)C1 (stereo not drawn) | 4.9 | -2.1 | 12.0 | 3.7 | -11.8 | 0.9 | -4.3 | 4.2 | 0.7
4 | COC(=O)c1ccc(N2C(=O)CC(N3CCN(C(=O)c4ccco4)CC3)C2=O)cc1 (stereo not drawn) | -1.1 | -3.3 | -2.5 | -9.7 | 1.5 | -1.1 | -1.2 | -1.6 | -1.2
5 | Cc1ccc(C)c(NC(=O)Cn2c(=O)n(Cc3ccc4c(c3)OCO4)c(=O)c3ccc(C(=O)NC4CCCCC4)cc32)c1 | 4.0 | . | 2.2 | 1.1 | . | 1.6 | 6.1 | -0.6 | 0.6
6 | COCCCNC(=O)CSc1ccsc1[N+](=O)[O-] | 4.0 | -10.0 | 5.2 | 9.2 | -17.5 | 0.2 | -1.0 | 2.6 | 0.4
7 | CCOC(=O)c1c(NC(=O)/C=C/c2ccc(OCC)cc2)sc(C(C)=O)c1C | -1.0 | . | 5.8 | -0.5 | . | 1.2 | -7.7 | 5.4 | 1.7
8 | CS(=O)c1ccccc1-c1nc(-c2cccc(Cl)c2)no1 (stereo not drawn) | 0.2 | -21.7 | 1.6 | -0.3 | -2.1 | -0.2 | -6.8 | 1.7 | 4.3
9 | O=C(NCc1cccc(Cl)c1)c1ccc2c(c1)nc1n2CCOC1 | -2.6 | -9.7 | 0.6 | -3.1 | . | 0.4 | -12.0 | -1.4 | 1.0
10 | O=C(O)c1ccc(S(=O)(=O)NC2CCCCCC2)cc1 | 18.9 | -11.2 | -1.6 | -7.5 | -8.2 | -0.8 | 1.7 | 2.8 | -0.5
11 | CN(CC(=O)Nc1ccccc1Br)C(=O)CCc1ccccc1 | -11.3 | 15.1 | -10.8 | 0.9 | -10.8 | 0.5 | -4.3 | -2.6 | -0.1
12 | CCOc1ccccc1C(=O)N[C@H](C(=O)NCc1ccccc1)C(C)C | -8.2 | -13.3 | 5.3 | 3.0 | -0.1 | -1.4 | -4.3 | 0.6 | -4.4
13 | O=C(C1CC1)N1N=C2CCCCC2C1(O)C(F)(F)F (stereo not drawn) | 0.3 | -4.0 | -1.0 | -6.2 | -14.5 | 0.1 | -0.3 | 2.6 | -0.4
14 | Cc1ccc(NC(=O)NCc2ccccn2)c(C)c1 | -0.8 | 0.8 | -1.0 | -7.7 | -13.0 | 0.5 | -5.2 | -0.6 | 1.1
15 | OCC1(CCCc2ccccc2)CCN(Cc2cc(F)ccc2F)CC1 | -0.1 | 11.0 | -13.5 | -2.9 | 1.5 | 0.2 | -6.5 | 7.1 | -0.1
16 | CC(c1ccon1)N(C)Cc1c(C(=O)N(C)Cc2ccccc2)nc2ccccn12 (stereo not drawn) | -3.9 | -15.1 | 9.4 | 4.5 | -12.3 | 0.6 | -0.1 | 0.5 | 0.8
17 | Cc1cc(C)cc(NC(=S)NCc2ccc(S(N)(=O)=O)cc2)c1 | -6.7 | 9.5 | -7.4 | 10.6 | 2.9 | 1.5 | -15.4 | -0.2 | 0.5
18 | O=C(CN1CCCCC1)NNc1nc(-c2ccccc2)c2cc(Cl)ccc2n1 | 0.0 | -4.3 | 11.8 | 9.5 | -8.4 | 0.1 | 2.7 | 1.9 | 1.8
19 | O=Cc1ccc(O)c(O)c1 | -7.7 | . | 10.1 | -0.9 | -5.1 | 0.7 | 13.4 | 1.6 | 2.5
20 | Clc1ccc(-c2nc3cnccn3c2NC2CCCC2)cc1 | 1.0 | 33.3 | 29.6 | -1.8 | 10.0 | 2.0 | -4.5 | 1.1 | -0.1
21 | CN(C)/N=C/c1ccc(OS(=O)(=O)c2ccccc2)cc1 | -7.1 | -3.0 | -6.6 | -0.1 | 2.9 | -1.1 | 6.5 | 0.8 | -0.3
22 | CC(C)[C@H](NC(=O)c1ccccc1Cl)C(=O)NC1CCCCCC1 | -0.5 | -6.6 | -2.8 | 9.2 | -22.1 | 0.4 | -6.3 | 2.7 | 1.9
23 | C=CCn1c(CNC(=O)c2ccco2)nnc1SCC(=O)Nc1cccc(F)c1 | 2.1 | -9.4 | -4.4 | -2.3 | 12.2 | 0.9 | 21.0 | 0.4 | 0.1
24 | Cc1ccc(CNC(=O)C2CCN(S(=O)(=O)c3ccc4c(c3)OCCCO4)CC2)cc1 | -0.4 | -2.0 | -4.4 | 9.9 | 4.2 | 0.3 | -6.0 | 2.9 | 0.9
25 | Cc1ccc(S(=O)(=O)N2CCCCC2)cc1NC(=O)COC(=O)C1CC2C=CC1C2 (stereo not drawn) | 7.5 | -3.5 | 1.8 | 1.1 | -3.6 | -0.1 | -4.7 | 1.2 | -0.6

5 of these compounds, reformatted.
15	OCC1(CCCc2ccccc2)CCN(Cc2cc(F)ccc2F)CC1
16	CC(c1ccon1)N(C)Cc1c(C(=O)N(C)Cc2ccccc2)nc2ccccn12 (stereo not drawn)
17	Cc1cc(C)cc(NC(=S)NCc2ccc(S(N)(=O)=O)cc2)c1
18	O=C(CN1CCCCC1)NNc1nc(-c2ccccc2)c2cc(Cl)ccc2n1
19	O=Cc1ccc(O)c(O)c1
Assay by compound | 15 | 16 | 17 | 18 | 19
TRHR enhancer | -0.1 | -3.9 | -6.7 | 0.0 | -7.7
RXFP1 antagonist | 11.0 | -15.1 | 9.5 | -4.3 | .
D2 potentiator | -13.5 | 9.4 | -7.4 | 11.8 | 10.1
D1 potentiator | -2.9 | 4.5 | 10.6 | 9.5 | -0.9
D2 antagonist | 1.5 | -12.3 | 2.9 | -8.4 | -5.1
TRHR agonist | 0.2 | 0.6 | 1.5 | 0.1 | 0.7
D1 antag | -6.5 | -0.1 | -15.4 | 2.7 | 13.4
D1 ag | 7.1 | 0.5 | -0.2 | 1.9 | 1.6
D2 agonist | -0.1 | 0.8 | 0.5 | 1.8 | 2.5

Other records:
No. | SMILES | TRHR enhancer | RXFP1 antagonist | D2 potentiator | D1 potentiator | D2 antagonist | TRHR agonist | D1 antag | D1 ag | D2 agonist
26 | COc1ccc2[nH]c(C(=O)Nc3ncc(C)cc3Br)cc2c1 | 1.0 | 15.5 | 9.8 | -10.5 | 9.9 | 0.1 | 0.2 | 2.4 | 0.1
27 | Cc1cc(/C=C(\C#N)C(=O)NCc2ccco2)c(C)n1-c1ccc(C(=O)O)cc1 | -15.8 | -23.5 | . | -1.2 | . | 0.1 | 6.8 | 0.2 | .
28 | COc1cccc(C(=O)NC2CCCc3c2cnn3-c2cc(C)cc(C)c2)c1 (stereo not drawn) | 12.7 | 7.7 | -15.2 | -2.0 | -12.1 | -1.5 | -9.2 | 7.1 | 0.1
29 | CCn1cc(CN2CCC(n3nccc3NC(=O)C3CCCC3)CC2)cn1 | 0.2 | 0.4 | -6.7 | -2.9 | -15.8 | 0.5 | -51.9* | 1.4 | 0.3
30 | CC(=O)c1ccc(N2CCN(CC(=O)N(C3CC3)C3CCS(=O)(=O)C3)CC2)c(F)c1 (stereo not drawn) | 3.4 | -9.4 | -8.2 | -4.8 | -37.7 | 0.2 | 6.2 | 1.0 | -0.3
31 | CN1CCN(C(=O)c2cc(COc3ccc(F)cc3Cl)on2)CC1c1ccccc1 (stereo not drawn) | -10.3 | -28.8 | 6.8 | 0.5 | -11.4 | 1.8 | -0.8 | 7.5 | 0.6
32 | CCN(CC)c1ccc(NC(=O)C2CCCC2)cc1 | -3.9 | 0.8 | 2.7 | 3.0 | -11.7 | 0.1 | 4.5 | -0.5 | -0.2
33 | CC1(C)CC(NC(=O)C(=O)NCCc2ccccc2)CC(C)(C)N1 | 5.7 | -3.9 | -3.4 | 3.3 | -0.9 | 0.4 | 2.4 | 5.0 | -0.8
34 | CC(C)OC(=S)N/C(=N\S(=O)(=O)c1ccccc1)c1ccccc1 | 25.9 | 1.8 | 4.9 | -6.9 | -10.2 | -0.3 | -12.5 | 1.8 | -2.0
35 | O=C(NCC1CCCO1)C1CCN(C2CCN(Cc3ccco3)CC2)CC1 (stereo not drawn) | 4.5 | 1.3 | 6.9 | -3.2 | -10.6 | 1.6 | 20.3 | 1.4 | 0.6
36 | Cc1ccc(NC(=O)Cn2c(=O)n(Cc3nc(C)no3)c(=O)c3cc4c(cc32)OCO4)c(Cl)c1 | 2.4 | 0.8 | -2.4 | -1.0 | . | 0.1 | -2.6 | -0.6 | 0.1
37 | COc1cnc(-c2ccccn2)nc1Oc1ccc(Cl)cc1 | 4.0 | -5.1 | -2.6 | 3.0 | -0.5 | -0.3 | 24.6 | 2.3 | -0.1
38 | CC1(C(=O)NC2CCCC2)CCC(=O)N1Cc1ccccc1 (stereo not drawn) | -2.9 | -7.2 | -3.8 | 0.2 | 3.6 | -0.5 | 8.6 | 2.3 | 0.5
39 | CCCCNC(=O)CN1CCN(c2ccc(NC(=O)c3ccc(OC)cc3)cc2C(=O)O)CC1 | 0.1 | 1.4 | 7.5 | 3.1 | . | -0.1 | 18.3 | 2.9 | 0.6
40 | Cc1cc(C)c(C)c(OCCCn2ccnc2)c1 | -4.9 | -8.3 | -7.5 | 5.8 | 6.6 | 0.5 | 12.0 | 1.4 | -1.4
41 | O=C(COc1ccccc1F)Nc1nnc(S(=O)(=O)N2CCCCCC2)s1 | 1.7 | -18.2 | -4.4 | -1.8 | . | 0.4 | 1.8 | 0.0 | -0.4
42 | COc1cc(-c2nnc(CSc3nnc(Nc4ccc(Oc5ccccc5)cc4)s3)o2)cc(OC)c1OC | 2.5 | 12.8 | -2.3 | -5.7 | -5.6 | 0.9 | 4.6 | 3.0 | 0.9
43 | O=C(CN(c1ccccc1)S(=O)(=O)c1ccccc1[N+](=O)[O-])Nc1cccnc1 | -2.5 | -8.1 | -10.2 | -6.0 | -23.3 | -0.1 | 2.1 | 0.5 | 0.3
44 | Brc1cccc(-c2nnn3c2nc(NCc2ccc4c(c2)OCO4)c2ccccc23)c1 | -3.0 | . | 3.0 | -1.2 | . | 0.9 | -1.9 | 2.2 | 0.1
45 | CCC1CCCCN1C(=O)CSc1nc2c(cnn2-c2ccc(C)cc2)c(=O)[nH]1 (stereo not drawn) | -9.8 | -2.6 | -7.4 | 2.9 | 33.2* | -1.7 | -8.9 | 2.9 | -1.2

Screens from PubChem BioAssay.
